Assay outcomes: PubChem BioAssay, Sanford-Burnham Center for Chemical Genomics
697 NFkB inh = lowers PMA/ionomycin-induced NF-kB signal in 697 B cells. 697 B-cell NF-kB luciferase reporter, 16 h. inhibition, % at 4 µM. hit rate 0.33% among 330,000; in the data active means inhibition above about 35%
Jurkat NFkB inh = inhibitors of the PMA/ionomycin-induced NF-kB reporter in Jurkat cells. inhibition, % at 4 µM. hit rate 0.53% among 330,000. PMA/ionomycin-induced NF-kB luciferase reporter, luminescence. AID 435003; in the data active means inhibition above about 50%
CCR6 antagonist = CCR6 (human) receptor antagonism; CHO-K1 CCR6 PathHunter beta-arrestin, luminescence, CCL20-stimulated; inhibition, % at 20 µM; hit rate 0.49% among 340,000; AID 493098;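 active means compounds whose inhibition of the agonist-driven luminescence signal at 20 µM reaches about 50%, limit read from the data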;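 further: cells stimulated with CCL20 at 14 nM final; plate controls were DMSO with CCL20 for no effect and DMSO without agonist for full effect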
Target sequence (P51684 whole entry, looked up): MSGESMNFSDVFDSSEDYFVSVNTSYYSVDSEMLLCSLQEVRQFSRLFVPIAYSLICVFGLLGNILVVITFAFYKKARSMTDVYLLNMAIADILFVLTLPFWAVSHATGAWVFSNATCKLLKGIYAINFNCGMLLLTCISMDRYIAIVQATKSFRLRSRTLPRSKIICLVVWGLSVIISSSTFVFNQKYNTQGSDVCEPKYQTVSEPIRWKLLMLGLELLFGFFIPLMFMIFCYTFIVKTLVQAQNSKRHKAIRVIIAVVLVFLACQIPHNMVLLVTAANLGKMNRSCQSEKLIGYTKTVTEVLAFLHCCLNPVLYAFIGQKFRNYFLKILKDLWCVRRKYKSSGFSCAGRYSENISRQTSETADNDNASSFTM
Gli-Sufu antag = blocks Gli-Sufu signaling in a luciferase reporter | Sufu-KO-LIGHT fibroblasts, Gli luciferase reporter luminescence | inhibition, % at 5 µM | hit rate 0.74% among 340,000;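 active means inhibition above about 55%, limit read from the data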;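 further: 0% = DMSO-treated cells and 100% = wells with medium but no cells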
CXCR6 block = blocks human CXCR6 beta-arrestin recruitment. O00574. inhibition, % at 20 µM. CHO-K1 PathHunter CXCR6 beta-arrestin, luminescence. hit rate 0.36% among 360,000; in the data active means inhibition above about 34%, passing the limit was not always enough;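 further: antagonist mode with CXCL16 agonist at 10 nM final; 0% = 10 nM CXCL16 with DMSO and 100% = unstimulated wells without agonist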
EBI2 block = antagonists of human EBI2 receptor. P32249. EBI2 beta-arrestin recruitment, luminescence, 7a,25-OHC stimulated. inhibition, % at 5 µM. hit rate 0.81% among 360,000; in the data active means inhibition above about 38%;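 further: enzyme fragment complementation signal reports receptor beta-arrestin coupling in cells; 0% = agonist plus DMSO wells and 100% = wells without agonist; some results beyond the cut were filed as inactive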
APJ antag = blocks the human apelin receptor APJ | P35414 | CHO-K1 APJ beta-arrestin complementation, luminescence | inhibition, % at 20 µM | hit rate 0.32% among 330,000 | AID 2521;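 active means inhibition above about 40% at 20 µM, limit read from the data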;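 further: cells challenged with 10 nM apelin-13 agonist together with compound; plate controls were apelin-13 plus DMSO wells for no effect and DMSO wells lacking apelin-13 for full effect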
Target sequence (P35414 whole entry, looked up): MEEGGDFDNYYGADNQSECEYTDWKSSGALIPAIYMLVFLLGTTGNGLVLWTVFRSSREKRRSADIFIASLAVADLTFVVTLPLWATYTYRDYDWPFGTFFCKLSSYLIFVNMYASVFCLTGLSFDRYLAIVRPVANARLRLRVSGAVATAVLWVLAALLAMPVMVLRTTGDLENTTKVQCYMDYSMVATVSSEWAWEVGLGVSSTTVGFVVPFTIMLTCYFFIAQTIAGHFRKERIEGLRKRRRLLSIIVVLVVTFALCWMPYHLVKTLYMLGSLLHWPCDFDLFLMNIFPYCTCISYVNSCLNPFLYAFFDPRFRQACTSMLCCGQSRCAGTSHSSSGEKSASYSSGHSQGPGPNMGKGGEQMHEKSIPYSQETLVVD
UBC13 polyUb = blocks human UBC13 polyubiquitin chain formation. P61088. TR-FRET. inhibition, % at 20 µM. hit rate 0.47% among 330,000; in the data active means inhibition above about 45%, passing the limit was not always enough
Target sequence (P61088 whole entry, looked up): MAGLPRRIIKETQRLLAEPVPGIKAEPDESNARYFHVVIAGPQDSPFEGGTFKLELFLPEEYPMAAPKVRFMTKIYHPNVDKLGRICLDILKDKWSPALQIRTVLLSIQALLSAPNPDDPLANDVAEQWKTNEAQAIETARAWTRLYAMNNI
Numbers without * were called inactive; . = not tested or not shown.

SMILES	697 NFkB inh	Jurkat NFkB inh	CCR6 antagonist	Gli-Sufu antag	CXCR6 block	EBI2 block	APJ antag	UBC13 polyUb
CC1CN=C(N(C(=O)Nc2ccccc2)C(C)C)S1 (stereo not drawn)	-3	5	6	-16	1	-25	5	10
Cc1ccc(O)c(CP(=O)(c2ccccc2)c2ccccc2)c1	19	2	0	4	-3	5	-1	-5
Cc1ccccc1C(=O)Nc1scc(-c2ccc(Br)cc2)c1C(=O)O	-7	1	-6	3	8	3	4	19
COc1ccccc1CN1CC(C(=O)N2CCN(c3ccc(F)cc3)CC2)CC1=O (stereo not drawn)	8	1	-3	-6	-1	-26	-1	0
CN(C)c1nc(NCc2ccccc2)nc(SCC(=O)Nc2ccccc2Cl)n1	-15	-1	20	13	8	7	0	-4
CCOC(=O)Cn1c(=O)cc(C)c2cccc(C)c21	2	-4	7	6	0	-1	-5	4
COCCOC(=O)C1=C(C)NC(=O)NC1c1ccc(Cl)cc1 (stereo not drawn)	-3	-12	10	-21	5	7	11	-1
N#CC1=C(SCc2ccccc2)NC(=O)C(C#N)C12CCCC2 (stereo not drawn)	-19	-13	-1	-3	-6	0	1	-4
O=S(=O)(Nc1ccc(-c2nc3ccccc3o2)cc1)c1ccccc1	-26	-7	-8	-18	-1	10	8	4
O=C(CNS(=O)(=O)c1ccccc1Br)OCC(=O)N1CCc2ccccc21	24	-1	-6	5	-2	-10	0	5
Cc1cccc(C(=O)N2CCC(Cc3ccccc3)CC2)c1[N+](=O)[O-]	-18	-1	4	8	-4	0	0	-8
Brc1ccc(-c2nnc(-c3ccco3)o2)cc1	-96	-71	9	-96	-2	-18	12	4

Grouped by structure, the entries above with a Cl atom.
SMILES	697 NFkB inh	Jurkat NFkB inh	CCR6 antagonist	Gli-Sufu antag	CXCR6 block	EBI2 block	APJ antag	UBC13 polyUb
CN(C)c1nc(NCc2ccccc2)nc(SCC(=O)Nc2ccccc2Cl)n1	-15	-1	20	13	8	7	0	-4
COCCOC(=O)C1=C(C)NC(=O)NC1c1ccc(Cl)cc1 (stereo not drawn)	-3	-12	10	-21	5	7	11	-1

Later entries
SMILES	697 NFkB inh	Jurkat NFkB inh	CCR6 antagonist	Gli-Sufu antag	CXCR6 block	EBI2 block	APJ antag	UBC13 polyUb
CCOC(=O)c1ccc(NC(=O)c2c(N)n(C)c(=O)[nH]c2=O)cc1	8	-6	-2	-12	-6	-1	9	2
O=S(=O)(c1cc(Cl)ccc1Cl)n1cccn1	14	-17	18	-9	8	-4	8	7
CCOC(=O)C(CC(=O)O)N1CCCCC1 (stereo not drawn)	-6	-5	-4	0	9	-10	-9	-1
COc1cc(C(=O)Nc2c(C(=O)O)[nH]c3ccccc23)cc(OC)c1OC	-12	-23	9	-5	0	-13	-6	-6
CCN(CC)CCNC(=O)c1ccc(NC(=O)C2CCN(S(=O)(=O)c3ccc4c(c3)OCCO4)CC2)cc1	2	-9	-5	-5	2	-9	3	2
COC(=O)c1cccnc1NC(=S)NNC(=O)c1ccncc1	-38	-7	2	8	3	3	-10	-4
O=c1cc(-c2ccsc2)oc2ccc(-c3ccc4cc[nH]c4c3)cc12	-48	0	4	-61	7	1	4	-6
O=C(CNc1ccccc1)N/N=C/c1c(O)ccc2ccccc12	-1	23	4	-4	-11	8	4	0
CCN(CC)C(=O)CSc1nc2sc3c(c2c(=O)n1CCCOC)CCC3	9	10	6	4	5	-3	-9	-2
COc1ccc(CN(C)C(=O)C2CCN(C(=O)Nc3ccccc3)CC2)cc1	1	9	-3	-2	0	10	14	9
COc1ccc(N2CCN(C3CCCN(S(=O)(=O)c4ccccc4)C3)CC2)cc1 (stereo not drawn)	-15	3	5	-8	-3	5	-1	-7
Cc1ccc(S(=O)(=O)c2c(C)nn(C(C)(C)C)c2OC(=O)CC(C)C)cc1	9	15	20	14	-1	5	5	5
C/C(=N\NC(=O)c1ccc(N2CCCC2=O)cc1)c1ccc(O)cc1O	25	13	13	-13	2	-1	7	6
CCCCN(CCCNC(=O)c1c(C)cc(=O)oc1C)c1ccccc1	-26	7	11	3	10	13	13	11
Cc1ccc(-c2cc(C(=O)Nc3cccnc3)[nH]n2)c(O)c1C	9	-117	2	-29	-4	-7	-6	5
CCN1CCN(C(=O)c2ccc(COc3cccc(Cl)c3)o2)CC1	-4	3	4	2	8	8	7	4
COc1ccc(OC)c(NC(=O)c2cc(-c3cc(C)ccc3O)n[nH]2)c1	-33	-47	-12	2	-4	18	-8	11
Nc1c(C(=O)O)cnn1-c1ccccc1	10	-1	4	-1	5	8	5	3
COc1ccc(N=Cc2c(O)n(-c3cccc(C)n3)c(=O)c3ccccc23)c(OC)c1	23	14	2	2	6	7	6	-1
Cc1cccc(NC(=S)/N=C(\N)Nc2nc(C)c3ccccc3n2)c1	-12	5	11	-6	17	6	8	-15
CCc1nc(C)cn1S(=O)(=O)c1cc(OC)c(C)cc1C	14	7	5	-1	9	-20	6	-2
COC(=O)c1ccc(CN2CCc3ccc(NC(=O)c4ccncc4)cc3C2)cc1	-13	8	5	20	-3	-3	-66	-4
O=C(CC1SC(=O)N(Cc2ccccc2)C1=O)Nc1nccs1 (stereo not drawn)	-10	-16	5	3	10	-9	2	1
COC(=O)c1c(C)[nH]c(C)c1-c1ccccc1	14	9	-6	-2	-16	2	5	4
O=c1c2cc3c(cc2[nH]c(=S)n1C1CCN(Cc2ccccc2)CC1)OCO3	7	0	14	13	1	13	5	0
C=CCNC(=O)c1cccc(NS(=O)(=O)c2ccc(Cl)cc2)c1	15	7	-4	3	-10	-8	6	1
COc1ccc(/C=C/c2nc3sc4c(c3c(=O)o2)CCC4)cc1	3	8	5	-3	10	-7	8	-8
CCCCCCCC1CC(CSc2ncn[nH]2)OC1=O (stereo not drawn)	-15	0	-6	3	7	0	-15	4
CC(C)N(C(=O)CS(=O)(=O)c1ccc(Cl)c(Cl)c1)C(C)C	10	0	8	-1	5	-6	-11	-2
COC(=O)C1(C)NCCc2c1[nH]c1ccccc21 (stereo not drawn)	11	-21	5	6	-5	-1	12	-6
C=CC[C@@H](CC(=O)N[C@H](CO)Cc1ccccc1)C(=O)N[C@H](COC(=O)[C@@H](CC=C)CC(=O)OC(C)(C)C)Cc1c[nH]c2ccccc12	-5	-4	-5	6	8	15	2	13
O=C(C1CCN(C2CC(=O)N(c3cccc(Cl)c3)C2=O)CC1)N1CCCCCC1 (stereo not drawn)	6	-2	-3	0	0	-4	10	-4
Cc1cccc(-c2cccc(NC(=O)C3CCCN(Cc4cccnc4)C3)c2)c1 (stereo not drawn)	8	4	22	9	-14	-7	15	1
CCN1CCN(C(=O)c2ccc(CS(=O)(=O)Cc3ccccc3F)o2)CC1	22	10	3	0	-1	-5	-19	6
CC1C(=O)C(C)C(c2cc(Br)ccc2O)NC1c1cc(Br)ccc1O (stereo not drawn)	.	.	5	-5	-14	16	.	.
CCNC(=O)NC(=O)COC(=O)CNC(=O)COc1ccccc1	4	-6	-6	-30	-12	2	19	1

The closing 6 compounds of the part before open the next one.
SMILES	697 NFkB inh	Jurkat NFkB inh	CCR6 antagonist	Gli-Sufu antag	CXCR6 block	EBI2 block	APJ antag	UBC13 polyUb
C=CC[C@@H](CC(=O)N[C@H](CO)Cc1ccccc1)C(=O)N[C@H](COC(=O)[C@@H](CC=C)CC(=O)OC(C)(C)C)Cc1c[nH]c2ccccc12	-5	-4	-5	6	8	15	2	13
O=C(C1CCN(C2CC(=O)N(c3cccc(Cl)c3)C2=O)CC1)N1CCCCCC1 (stereo not drawn)	6	-2	-3	0	0	-4	10	-4
Cc1cccc(-c2cccc(NC(=O)C3CCCN(Cc4cccnc4)C3)c2)c1 (stereo not drawn)	8	4	22	9	-14	-7	15	1
CCN1CCN(C(=O)c2ccc(CS(=O)(=O)Cc3ccccc3F)o2)CC1	22	10	3	0	-1	-5	-19	6
CC1C(=O)C(C)C(c2cc(Br)ccc2O)NC1c1cc(Br)ccc1O (stereo not drawn)	.	.	5	-5	-14	16	.	.
CCNC(=O)NC(=O)COC(=O)CNC(=O)COc1ccccc1	4	-6	-6	-30	-12	2	19	1
COc1ccc(OS(=O)(=O)c2ccc(N3C(=O)CCC3=O)cc2)cc1	4	-1	-5	-2	-8	-9	19	-4
Cc1ccc(Nc2nc(CSc3nnc(-c4ccccc4C)n3C)cs2)cc1	-48	-10	10	-15	-3	-3	-21	-10
CCOCCCNC(=O)c1ccccc1Br	13	-3	4	0	0	-18	-2	5
COc1cc(OC)cc(C(=O)N[C@H](C(=O)Nc2nc3c(s2)CCCC3)C(C)C)c1	-1	12	10	-5	10	7	5	-2
COc1ccccc1OCCNC(=O)C1CC(=O)N(c2ccc3c(c2)OCCO3)C1 (stereo not drawn)	21	14	-3	-1	-3	5	2	4
CCc1ccc(N(CC(=O)NC2CCCCC2)S(=O)(=O)c2c(C)noc2C)cc1	-24	8	-6	0	4	7	2	0
O=C(c1ccc(C#Cc2ccccc2)o1)N1CCN(c2ccccn2)CC1	-32	6	5	7	-2	13	11	-4
COc1cccc(C(C#N)N2CCOCC2)c1 (stereo not drawn)	5	-8	11	27	0	-3	14	-1
CC1=CCC2C(=O)N(c3nc(C)cc(C)n3)C(=O)C2C1 (stereo not drawn)	7	7	-13	7	8	29	-1	3
O=C([O-])c1cc(-c2ccccc2)cc(-c2ccccc2)[n+]1CCc1ccc(Cl)cc1	.	.	5	78*	-6	7	.	.
CCC(C)NC(=O)CNC(=O)c1nn(-c2ccc(OC)cc2OC)c(=O)c2ccccc12 (stereo not drawn)	-9	-10	-11	4	-8	-4	5	-1
Cc1nn(C)cc1/C=N/NC(=O)C(C)(C)Oc1ccc(Cl)cc1	3	10	-3	-2	4	-4	-4	3
Cc1ccc(Cl)cc1NC(=O)C1COc2ccccc2O1 (stereo not drawn)	-4	-9	10	-12	-5	3	15	-2
COc1ccc(/C=N/NC(=O)C(=O)N2CCCC2)cc1OC	-10	8	12	-3	-3	-15	-19	0
COc1ccc(N(CC(=O)NCC2CCCO2)S(=O)(=O)c2ccc(C)cc2)cc1OC (stereo not drawn)	11	-19	-6	-2	-3	-5	-8	0
CC(C)N(Cc1nccn1C)C(=O)CCc1nnc(CCCc2ccccc2)o1	-45	-13	0	-5	3	-9	-8	-5
Cc1cc(OCCCC(=O)Nc2cccc(-n3cnnn3)c2)ccc1Cl	19	36	14	1	-11	-14	-8	6
CCOC(=O)C1=CN(Cc2ccco2)S(=O)(=O)N(C)C1c1ccc2ccccc2c1 (stereo not drawn)	-14	.	24	-13	2	21	.	.
NC1=NC(=O)/C(=C/C=C/c2cccs2)S1	-92	-53	-1	-15	5	-4	1	-17
CC1CCCN(C(=O)c2ccc(NS(=O)(=O)c3cccc([N+](=O)[O-])c3)cc2)C1 (stereo not drawn)	12	13	9	-2	-8	5	2	-4
Cc1c(-c2cccc(Cl)c2)nc2ccccc2c1C(=O)OCC(=O)N(C)C1CCS(=O)(=O)C1 (stereo not drawn)	4	-9	7	2	3	-1	15	-1
O=C(O)c1cccc(NC(=S)NC(=O)c2ccncc2)c1	7	16	23	-2	20	5	4	2
Cc1c(S(=O)(=O)NCc2ccccc2)c(=O)n(C)c(=O)n1C	-1	4	9	2	1	9	2	18
CCS(=O)(=O)N1Cc2ccccc2CC1C(=O)Nc1nccs1 (stereo not drawn)	-105	-103	-3	-16	2	-9	2	-7
CC(C)C1Oc2ccccc2N(CC(=O)N(Cc2ccccn2)C2CC2)C1=O (stereo not drawn)	17	9	-3	8	0	-6	4	-4
CCOC(=O)C1=C(C)OC(N)=C(C#N)C1c1ccc(C)s1 (stereo not drawn)	-12	11	5	-9	-3	-3	8	-1
O=C(Nc1cccc(S(=O)(=O)N2CCCC2)c1)c1ccc2c(=O)n3c(nc2c1)CCCCC3	-14	13	-6	21	-14	-2	-31	14
CCOC(=O)c1ccccc1NC(=O)CN1C(=O)NC(C)(CCc2ccccc2)C1=O (stereo not drawn)	-2	-1	15	1	2	-2	2	-8
O=C(Nc1ccc2[nH]ncc2c1)c1ccccc1	-50	-48	-4	-43	-9	0	-3	4
COc1ccc(C)cc1S(=O)(=O)N(C)CC(=O)N1CCCCC1	-8	-6	5	-7	4	-1	14	2
Cn1nc(C(F)(F)F)c(C(=O)Nc2cccc(Cl)c2)c1Cl	2	-13	-7	1	0	-1	0	-6
C#CCOCCOCCOCCNc1nc(N2CCN(C(=O)[C@H](CCCN=C(N)N)n3cc(C(N)[C@@H](C)CC)nn3)CC2)nc(N2CCN(C(=O)[C@H](CCCCN)n3cc([C@@H](N)CC(N)=O)nn3)CC2)n1 (stereo partly drawn)	17	15	-4	-2	2	-8	4	50*
